Bioassay records (PubChem)
ROMK mod = modulators of human ROMK potassium channel. P48048. 130,000 tested, 2% active. B-score at 10 µM. Tet-inducible ROMK, thallium flux fluorescence; actives lie on both sides;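 active = signal ratio slope over the read window, or its plate-corrected B-score, at least 3 SD from the plate mean, either direction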;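 also: B-score of the F/F0 ratio slope over 7 to 12 s after thallium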
Target sequence (P48048 whole entry, looked up): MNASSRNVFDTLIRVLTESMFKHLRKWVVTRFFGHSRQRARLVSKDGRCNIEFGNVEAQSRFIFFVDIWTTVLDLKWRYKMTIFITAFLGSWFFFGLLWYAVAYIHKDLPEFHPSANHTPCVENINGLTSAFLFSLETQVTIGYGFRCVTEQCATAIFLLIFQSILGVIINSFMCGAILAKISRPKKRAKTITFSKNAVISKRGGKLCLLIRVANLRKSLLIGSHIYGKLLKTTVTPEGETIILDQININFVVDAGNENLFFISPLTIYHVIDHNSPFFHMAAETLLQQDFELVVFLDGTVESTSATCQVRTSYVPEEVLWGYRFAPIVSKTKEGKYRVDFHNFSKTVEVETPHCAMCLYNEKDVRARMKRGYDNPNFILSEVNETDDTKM
FLuc act counter = firefly luciferase counter-screen for stimulation assays; P08659; ATPlite luciferase biochemical, luminescence, 10 min; 0 = ATP-free wells, 1 = DMSO control; activation factor at 10 µM; 200,000 tested, under 10 active;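 active = luciferase activation factor, scaled between plate controls, of at least 2 with compound at 10 µM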
Target sequence (P08659 whole entry, looked up): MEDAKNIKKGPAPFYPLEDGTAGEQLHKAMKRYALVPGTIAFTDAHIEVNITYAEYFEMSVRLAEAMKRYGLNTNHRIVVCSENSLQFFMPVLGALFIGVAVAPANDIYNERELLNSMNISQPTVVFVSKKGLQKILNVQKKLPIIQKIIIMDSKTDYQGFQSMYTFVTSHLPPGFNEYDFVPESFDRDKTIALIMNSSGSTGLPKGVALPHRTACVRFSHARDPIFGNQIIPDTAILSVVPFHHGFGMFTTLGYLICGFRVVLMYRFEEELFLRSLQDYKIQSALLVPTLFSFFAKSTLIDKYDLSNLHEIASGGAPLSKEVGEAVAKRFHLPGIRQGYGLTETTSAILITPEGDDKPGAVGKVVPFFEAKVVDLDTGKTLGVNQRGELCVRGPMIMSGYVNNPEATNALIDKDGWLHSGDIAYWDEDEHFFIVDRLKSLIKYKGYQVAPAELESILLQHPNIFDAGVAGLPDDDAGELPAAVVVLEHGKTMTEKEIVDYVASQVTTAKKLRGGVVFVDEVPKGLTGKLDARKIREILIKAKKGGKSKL
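assay system = Luciferase/luciferin detection reagent, cell-free biochemical luciferase assay | also added = ATP substrate | times = 10 min post-reagent at room temperature | measured by = luminescence from luciferase reaction | measure = luciferase activation, seen as luminescence increase over controls | benchmarks = low control with PBS replacing ATP, high control enzyme plus ATP without compound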
APP transl inh = APP translation inhibition. SH-SY5Y APP 5'UTR-luciferase reporter, luminescence. AID 1285. 190,000 tested, 0.82% active. inhibition, % at 2 µM;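 active = inhibition above a set limit, derived from the sample mean plus 3 SD, cut at about 45% in these data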; also: values of inactives mirror those of a sister screen read the other way
STAT3 inh = reduces IL-6 driven STAT3 reporter signal | inhibition, % at 5.5 µM | U3A cells, IL-6 STAT3-luciferase reporter, luminescence; host cell line lacks STAT1 | AID 862 | 190,000 tested, 0.89% active;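 active = inhibition above the mean inhibition across all screened compounds plus 3 SD, cut at about 44% in these data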;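 also: 0% = DMSO only wells and 100% = 100 µM nifuroxazide control wells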
STAT1 inh = STAT1 signaling inhibition; AID 920; NIH 3T3 STAT1-luciferase reporter, IFN-gamma, luminescence; inhibition, % at 5.5 µM; 200,000 tested, 0.35% active;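 active = inhibition above a set limit, the mean inhibition across all tested compounds plus 3 SD, cut at about 34% in these data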;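 also: 0% = IFN-gamma with DMSO and 100% = IFN-gamma with 300 µM nifuroxazide; values of inactives mirror those of a sister screen read the other way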
NF-kB expr up = raises NF-kB expression in human neuronal cells. 190,000 tested, 1.6% active. NF-kB reporter expression; stronger effect = higher value. fold change at 12.5 µM. AID 1239; in the data active = fold change above about 3.3
APP 5'UTR act = activates APP 5'UTR luciferase reporter. SH-SY5Y APP 5'UTR luciferase reporter, luminescence; zero percent = DMSO vehicle wells. activation, % at 2 µM. 190,000 tested, 1% active. AID 1276;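 active = activation above a set limit, based on mean plus 3 SD of controls, cut at about 140% in these data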; also: values of inactives mirror those of a sister screen read the other way
STAT1 act = increases IFN-gamma driven STAT1 reporter signal. 200,000 tested, 2.6% active. NIH 3T3 STAT1-luciferase reporter, luminescence; 100% = IFN-gamma alone, no compound. activation (% of control), % at 5.5 µM. AID 932;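 active = activation above the screen-wide mean activation plus 3 SD, cut at about 130% in these data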;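 also: raw ratio to IFN-gamma control signal so 100% means no change and 0% no light; values of inactives mirror those of a sister screen read the other way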
STAT3 activator = increases IL-6 driven STAT3 reporter signal; U3A cells, IL-6 STAT3-luciferase reporter, luminescence; 100% = signal with IL-6 EC80 alone; activation (% of control), % at 5.6 µM; 190,000 tested, 0.91% active; AID 871;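 active = activation above the screen-wide mean of compound activation plus 3 SD, cut at about 130% in these data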;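 also: 0% = background luminescence of wells with medium and substrate only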
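Material: STAT3-luciferase reporter U3A cells. Controls: IL-6-treated wells, 100% activation. Read-out: % activation versus median of IL-6-stimulated wells. Probe or stimulus: IL-6 stimulus at 33 ng/mL final. Timing: compound 1 h, then IL-6 6 h at 37 °C. Signal: reporter luminescence signal.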
FLuc inhib CS = inhibits firefly luciferase, flagging false hits in luciferase inhibition screens. ATPLite firefly luciferase biochemical luminescence, 10 min. P08659. AID 1006. inhibition, % at 10 µM. 200,000 tested, 1.5% active;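 active = inhibition above about 50% when tested at 10 µM, limit read from the data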
* marks the source's active call; other numbers are inactive results; . = not tested or not shown.

Structure,ROMK mod,FLuc act counter,APP transl inh,STAT3 inh,STAT1 inh,NF-kB expr up,APP 5'UTR act,STAT1 act,STAT3 activator,FLuc inhib CS
CN1CCN(C(=S)NC(=O)c2ccc(S(=O)(=O)N3CCOCC3)cc2)CC1,0.24,1.1,-2,-1,-8,1.1,2,105,105,-8
COc1cc(-c2cc(C(=O)OCC(=O)Nc3ccc4c(c3)OCO4)c3ccccc3n2)cc(OC)c1OC,0.78,1,12,-13,10,0.56,-12,91,109,0
O=[N+]([O-])c1cc(C(F)(F)F)cc([N+](=O)[O-])c1NCCCN1CCOCC1,0.69,1,2,5,-3,1.1,-2,101,102,-5
COc1ccc(OC)c(NC(=O)C2CC(=O)n3ncnc3N2)c1 (stereo unspecified),-0.066,0.9,-38,1,1,1.1,38,96,102,5
CNC(=O)C1CCC(=O)N1Cc1ccc(C)cc1 (stereo unspecified),.,1.1,-21,5,3,1.5,21,97,101,-6
Clc1ccccc1Nc1c2c(nc3ncnn13)CCC2,-0.67,1,-5,1,1,1.1,5,99,106,0
COc1ccc(NC(=O)Nc2cccc([N+](=O)[O-])c2)cc1Cl,.,1,-19,7,1,0.6,19,99,90,2
O=c1[nH]c(=O)n(CCOc2ccc(Cl)cc2)cc1Br,.,1.1,-7,1,-1,1.4,7,101,102,-8
Cc1ccc(C)c(CSc2nc3ccncc3n2CC(=O)Nc2ccc(C)c(C)c2)c1,-0.78,1,-39,-4,-11,0.97,39,110,103,-2
Cc1cc(C)n2nc(C(=O)OCC(=O)c3c[nH]c4ccccc34)nc2n1,1.4,1.1,-14,-32,17,1.2,14,85,127,-7
O=C1N(Cc2cccc(Cl)c2)C[C@@H]2C[C@@H](c3c[nH]c4ccccc34)N3CCC[C@@]123,-1.3,1,-8,-25,4,0.9,7,94,128,0
COc1ccc(-c2[nH]ncc2/C=N\NS(=O)(=O)c2ccc(Cl)cc2)cc1,-0.78,1,-2,-1,-1,1,2,101,101,-2
CCOc1cc(/C=N/NC(=O)Cc2ccc(C(F)(F)F)cc2[N+](=O)[O-])c(Br)cc1OC,-0.22,1,5,7,10,1,-5,91,100,-4
Cc1[nH]c2ccccc2c1SCC(=O)Nc1nccs1,0.06,1,-15,1,-10,2.4,15,108,100,-3
COc1ccc(S(=O)(=O)Nc2ccccn2)c(C)c1C,1.3,1,-15,4,4,0.88,15,96,100,-2
CN(C(=O)COC(=O)c1cccc(NS(=O)(=O)c2ccc(F)c(F)c2)c1)C1CCS(=O)(=O)C1 (stereo unspecified),0.037,1,-7,2,-5,1.1,7,103,103,0
Cc1csc(NC(=O)C(NS(=O)(=O)c2ccc(Br)s2)c2ccccc2)n1 (stereo unspecified),0.18,1,10,18,5,1.1,-10,96,91,-2
CCOC(=O)C1CCN(C(=O)c2ccc(SC)cc2OC)CC1,.,1.1,-1,4,7,0.84,1,94,99,-9
O=C(CN(C(=O)c1ccco1)c1cccc(F)c1)NCc1ccc(F)cc1,-8.3e-05,1.1,8,0,-9,0.89,-8,109,101,-6
Cc1ccc2c(COC(=O)C3=COCCO3)cc(=O)oc2c1,0.61,0.7,-50,44*,-36,3,50,132*,68,34
O=C(NCC(=O)N(Cc1ccccc1)C(C(=O)NC1CCCCC1)c1ccco1)c1ccco1 (stereo unspecified),.,1,3,-2,3,0.82,-3,97,104,0
Nc1nc(-c2ccc(Br)cc2)cs1,.,1,-19,6,-21,1.8,19,119,99,1
COc1ccc(Sc2nnc(-c3ccccc3)cc2C#N)cc1,-0.055,1,3,12,-1,1.2,-3,101,95,-4
CN(C)C(CNc1ncnc2sc3c(c12)CCCC3)c1ccco1 (stereo unspecified),0.22,1,-7,2,-3,1.2,7,101,102,-3
CC1(c2ccccc2)CC2CC(c3ccccc3)N1O2 (stereo unspecified),.,1,0,9,-2,1.2,0,102,99,-4
Cc1ccc2oc(=O)c3cnn(CC(=O)NC4CCN(Cc5ccccc5)CC4)c3c2c1,.,1.1,-8,15,13,0.75,8,88,95,-8
O=[N+]([O-])c1cccc2ccc(/C=C/c3ccc(Cl)cc3)nc12,.,1,-23,-24,-14,2,23,113,115,1
O=C(CNCc1ccccc1Cl)Nc1ccccc1N1CCCCC1,0.54,1,2,6,10,1.1,-2,89,99,-5
Cc1ccc(N2C(=O)NC(NC(=O)C(C)(C)C)(C(F)(F)F)C2=O)cc1C (stereo unspecified),-0.54,1.1,-4,-4,-1,1.2,4,103,101,-6
CCCc1nc2sc3c(c2c(=O)n1NC(=O)CCCl)CCCC3,0.0035,1,-1,11,10,1.5,1,91,96,-4
Clc1ccccc1CONc1ncnc2nonc12,-0.47,1,-40,-13,-10,1.1,40,112,108,0
Cc1c(NC(=O)C2CC(c3c(F)cccc3Cl)=NO2)c(=O)n(-c2ccccc2)n1C (stereo unspecified),0.36,1,-22,4,9,0.93,22,92,98,-2
CCOc1ccc(-c2nnc(SCC(=O)Nc3cc(C)on3)o2)cc1,-0.00019,1.1,33,49*,-3,0.98,-33,99,62,-6
CC(=Nc1ccccc1)Nc1ccccc1,0.19,1,-1,11,-1,1.2,1,100,96,-2
Cc1cc(=O)n2[nH]c(-c3ccc(F)cc3)nc2n1,0.79,0.3,8,8,-9,1.5,-8,108,95,66*
CC(=O)Nc1c(OC(C)=O)ccc2c(C)cc(=O)oc12,.,1,-12,-27,-4,1.2,12,104,125,1
CCCCCc1nnc(NC(=O)C2COc3ccccc3O2)s1 (stereo unspecified),-1.4,1,2,-12,-5,1.7,-2,103,111,1
CCN=C1SC(CC(=O)NC(C)c2ccccc2)C(=O)N1CC (stereo unspecified),-0.098,1,-7,-8,2,1.1,7,98,110,0
Cc1cccc(N=C2CSC(=O)N2)c1,1.4,1,-13,15,5,1,13,95,93,-3
C=CCC1c2cccc(C(=O)O)c2C(=O)N1c1cccc(OC)c1 (stereo unspecified),.,1,3,9,-11,1,-3,108,98,-2
O=C(O)C1CC(c2ccccc2)=NO1 (stereo unspecified),1.3,1.1,.,-4,-3,1.1,.,99,104,-8
COC(CCN(C)C)(c1ccccc1)c1ccccc1,.,1,-4,8,8,1,3,93,99,-2
OC(CNCC1CCCO1)COc1ccc(OCC(O)CNCC2CCCO2)cc1 (stereo unspecified),.,1,1,0,-3,0.99,-1,103,101,0
CC1(c2ccc3noc(-c4cccc(F)c4)c3c2)OCCO1,-0.17,1,-8,-2,-4,0.9,8,103,103,-1
COc1ccc(NCc2n[nH]c(=O)c3ccccc23)cc1,2.3,1,1,14,-4,1.2,-1,104,92,5
CCOC(=O)C1=C(C)Nc2nc(SCC(=O)OC)nn2C1c1cc(F)cc(F)c1 (stereo unspecified),.,1,0,1,3,1.1,0,97,103,-4
CCOC(=O)C1=C(C)SC2=NS(=O)(=O)CCN21,0.15,1.1,-2,14,7,1.3,2,94,94,-5
COCCN1C(=O)c2ccccc2C(C(=O)Nc2ccc3c(c2)OCCO3)C1c1ccc(F)cc1 (stereo unspecified),.,1.1,-3,6,0,1.1,3,100,99,-7
Cc1ccc2[nH]c(=O)c(CNS(=O)(=O)c3ccccc3)c(-c3ccccc3)c2c1,.,1.1,3,-6,2,1.5,-3,98,104,-8
Cc1ccc(NC(=S)N2CCCCC2CO)cc1C (stereo unspecified),-0.25,0.9,-9,6,-3,1.2,9,101,99,11
Cc1ccnc(NC(=O)/C=C/c2ccccc2[N+](=O)[O-])c1,0.88,0.3,-142,38,-1,7.7*,142*,100,71,73*
O=[N+]([O-])c1ccc(N2CCN(S(=O)(=O)c3ccccc3)CC2)cc1N1CCc2ccccc2C1,.,1,-2,-5,4,1.1,2,96,100,-5
CCc1cc2c(=O)n(CCC(C)C)c(=S)[nH]c2s1,9.7*,1.1,-20,2,-3,1.1,20,103,104,-9
COc1ccc(-c2nnc(SC(C)C(=O)Nc3nccs3)n2Cc2ccccc2)cc1OC (stereo unspecified),.,1,-9,10,2,0.86,9,99,95,-3
CCCCNC(=O)c1ccccc1NC(=O)CCC,0.053,1.1,-5,-3,-2,1.1,5,102,104,-9
CCOC(=O)CNC(=O)CNC(=O)c1ccc(OCC(C)C)cc1,1,1.1,4,4,-2,1.5,-4,101,103,-8
O=C(COc1ccccc1[N+](=O)[O-])Nc1cccnc1,-0.81,0.8,1,19,-25,1.9,-1,123,90,21
CS(=O)CCC(NS(=O)(=O)c1ccccc1)C(=O)O (stereo unspecified),0.13,1,6,14,12,1.3,-6,90,92,1
COc1ccccc1N1CCN(C(=O)CN(C)S(=O)(=O)c2ccc3c(c2)c(=O)n(C)c(=O)n3C)CC1,.,1.1,-20,2,-3,0.89,20,102,100,-5
CCCCN(CCCC)Cc1ccc(C(=O)NNC(=O)Nc2ccccc2)o1,0.42,1.1,6,6,0,1.1,-6,99,101,-9

Marked active in APP 5'UTR act (from the list above):
structure | ROMK mod | APP transl inh | STAT1 inh | NF-kB expr up | APP 5'UTR act | STAT1 act | STAT3 activator | FLuc inhib CS
Cc1ccnc(NC(=O)/C=C/c2ccccc2[N+](=O)[O-])c1 | 0.88 | -142 | -1 | 7.7* | 142* | 100 | 71 | 73*

Next part.
Structure,ROMK mod,FLuc act counter,APP transl inh,STAT3 inh,STAT1 inh,NF-kB expr up,APP 5'UTR act,STAT1 act,STAT3 activator,FLuc inhib CS
Cc1ccc(-c2c(C#N)c(N)n(-c3ccc(C)cc3)c(=O)c2C#N)cc1,-0.0022,1,3,10,5,1.1,-3,96,92,-3
O=C(N/N=C/c1coc2ccccc2c1=O)c1ccccc1,-1.1,1,-16,2,-7,1.2,16,107,102,-1
COc1cccc(-n2c(SCC(=O)N3CCCC3)nc3c([nH]c4ccccc43)c2=O)c1,.,.,-6,-45,5,.,6,96,142*,.
CN(C)c1nc(C=C(C#N)C#N)c(Cl)n1-c1ccc(F)cc1,-3.9*,1.1,4,8,15,1.3,-4,86,97,-9
CCCCCC(O)(CCCCC)C(=O)NNc1ccccc1,.,1.1,10,-4,-4,1.2,-10,104,107,-12
COc1ccccc1-c1cc(C(=O)N/N=C/c2cccs2)c2ccccc2n1,-0.49,1,13,-49,0,1.1,-13,100,139*,-4
CCC(C)NC(=O)Cn1cnc2sc(C)c(S(=O)(=O)N3CCN(c4ncccn4)CC3)c2c1=O (stereo unspecified),0.42,1.1,7,5,8,0.94,-7,94,100,-5
COC(=O)c1ccc(NC2(C#N)C(=O)Nc3ccccc32)cc1 (stereo unspecified),-1.4,1.1,-2,0,0,1,2,97,101,-6

Looked up above.
STAT1 inh, `CN(C)C(CNc1ncnc2sc3c(c12)CCCC3)c1ccco1` (stereo unspecified) reads -3
STAT3 inh, `CCCCCc1nnc(NC(=O)C2COc3ccccc3O2)s1` (stereo unspecified) reads -12
STAT3 inh, `COc1cccc(-n2c(SCC(=O)N3CCCC3)nc3c([nH]c4ccccc43)c2=O)c1` reads -45
STAT1 act, `Clc1ccccc1CONc1ncnc2nonc12` reads 112
